Screens (PubChem BioAssay)
EBV gp42 block = inhibitors of Epstein-Barr virus glycoprotein 42. Q1HVG2. Fluorescence polarization binding assay, mP read-out. inhibition, % (tested at 21.74 µM). 220,000 compounds, 0.42% hits; in the data active = inhibition above about 50%
Furin inhibitor = blocks human furin protease activity; purified furin, fluorogenic substrate cleavage; 220,000 compounds, 0.061% hits; inhibition, % at 30 µM; P09958; in the data active = inhibition above about 25%; note: inactives centre near -15
KCC2 mod = modulators of human KCC2 chloride dependent transport. B-score of Tl+ flux slope (higher = more flux/activation; lower = inhibition) at 10 µM. KCC2 cells, thallium flux FluoZin-2 fluorescence. 190,000 compounds, 2.2% hits;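 active = thallium flux slope and its plate-corrected score both differing from the plate sample mean at a set confidence after two filtering rounds, in either direction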;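 note: slope of fluorescence scaled to starting intensity during 10 to 20 s after thallium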
Target sequence (Q9H2X9 whole entry, looked up): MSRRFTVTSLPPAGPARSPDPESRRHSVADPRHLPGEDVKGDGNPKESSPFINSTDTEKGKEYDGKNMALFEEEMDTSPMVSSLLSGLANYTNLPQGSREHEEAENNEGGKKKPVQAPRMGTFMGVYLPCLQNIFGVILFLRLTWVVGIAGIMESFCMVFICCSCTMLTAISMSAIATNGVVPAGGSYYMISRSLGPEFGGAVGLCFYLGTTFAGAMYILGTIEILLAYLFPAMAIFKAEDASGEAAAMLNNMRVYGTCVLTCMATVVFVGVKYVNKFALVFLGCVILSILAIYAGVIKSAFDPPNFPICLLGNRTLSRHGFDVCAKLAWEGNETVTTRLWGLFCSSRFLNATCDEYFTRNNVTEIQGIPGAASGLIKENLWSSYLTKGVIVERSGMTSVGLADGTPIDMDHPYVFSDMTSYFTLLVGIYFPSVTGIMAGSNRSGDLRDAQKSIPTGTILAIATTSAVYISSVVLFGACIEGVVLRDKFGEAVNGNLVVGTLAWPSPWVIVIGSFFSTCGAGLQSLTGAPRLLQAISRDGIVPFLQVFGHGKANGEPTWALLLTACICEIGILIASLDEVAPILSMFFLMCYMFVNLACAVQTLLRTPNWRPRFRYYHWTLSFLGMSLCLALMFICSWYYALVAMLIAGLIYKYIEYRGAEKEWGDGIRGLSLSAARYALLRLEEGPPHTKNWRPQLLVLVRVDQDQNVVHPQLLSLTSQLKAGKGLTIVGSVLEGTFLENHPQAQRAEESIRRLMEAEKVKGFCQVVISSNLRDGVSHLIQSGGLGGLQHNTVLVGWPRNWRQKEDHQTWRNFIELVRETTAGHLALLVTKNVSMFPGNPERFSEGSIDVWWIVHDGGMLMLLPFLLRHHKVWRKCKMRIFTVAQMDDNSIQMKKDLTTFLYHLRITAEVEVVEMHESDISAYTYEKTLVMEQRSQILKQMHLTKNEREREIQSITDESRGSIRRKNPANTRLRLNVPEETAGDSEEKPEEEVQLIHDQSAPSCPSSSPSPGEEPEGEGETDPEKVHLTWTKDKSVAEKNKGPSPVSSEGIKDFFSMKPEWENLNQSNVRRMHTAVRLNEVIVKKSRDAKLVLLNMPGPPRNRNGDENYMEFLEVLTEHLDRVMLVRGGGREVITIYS
Tb hexokinase = T. brucei hexokinase 1 inhibition; recombinant TbHK1, G6PDH-coupled NADH A340; inhibition, % at 10 µM; 220,000 compounds, 0.11% hits; AID 1430;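 active = inhibition of 50% or more in the single-dose primary screen; inactive = inhibition below 50%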
Thrombin inh = blocks human thrombin protease activity; P00734; alpha-thrombin, Boc-VPR-AMC fluorogenic substrate cleavage; inhibition, % at 5 µM; 220,000 compounds, 0.26% hits;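 active = inhibition at or above 40%; inactive = inhibition below 40%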;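 note: 0% = enzyme with no compound and 100% = wells without enzyme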
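Material: human alpha-thrombin protein. Incubation: reaction at ambient temperature. Technique: fluorescence of released AMC, ex 355 nm, em 460 nm. Control set: no-compound enzyme wells and no-enzyme blanks. Also added: Boc-VPR-AMC substrate, 15 µM final. Buffer or medium: pH 7.5 Tris (50 mM) with NaCl 150 mM, Tween 20 0.05%.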
Calpain2 inh = inhibitors of pig calpain II. inhibition, % at 16 µM. purified calpain II, fluorogenic peptide substrate, 30 min. 220,000 compounds, 0.37% hits. AID 1236;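 active = inhibition above about 50%, limit read from the data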
PPC-1+TRAIL kill = PPC-1 cancer cell killing with TRAIL present. PPC-1 cells + TRAIL, ATPLite viability luminescence. cell killing (% activity), % at 4 µM. AID 1443. 220,000 compounds, 0.41% hits;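 active = cell killing above 50% in the first pass at 4 µM, then a duplicate retest at 5 µM averaging 50% or more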;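 note: plate controls were cells with TRAIL plus DMSO for no effect and medium-only wells lacking cells for full effect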
zfTRPN1 agonist = activates the zebrafish TRPN1 channel; HEK293 zebrafish TRPN1-YFP, Fluo-8 calcium fluorescence; 100% = response to 87 µM carbachol; 220,000 compounds, 0.18% hits; AID 1424; activation, % at 3 µM;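 active = activation above its plate's cutoff, the mean activation of test wells on that plate plus 3 SD, cut at about 19% in these data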;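 note: 0% = DMSO alone and 100% = 87 µM carbachol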
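Material – zebrafish TRPN1-YFP in HEK293 cells · Doses – 3 µM single point · Schedule – dye 1 h 37 °C plus 30 min RT · Signal – Fluo-8 calcium fluorescence, excitation 470-495 nm, emission 515-575 nm · Read-out – % activation versus carbachol response · Control set – carbachol high, DMSO low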
TRPML3 agonist = agonists of human TRPML3 channel; Q8TDD5; HEK293 TRPML3-YFP, Fluo-8 calcium fluorescence; 100% = the carbachol control signal; activation, % at 3 µM; 220,000 compounds, 0.29% hits; AID 1448;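 active = activation above its plate's cutoff, the mean activation of the plate's test wells plus 3 SD, cut at about 12% in these data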;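 note: 0% = DMSO only wells and 100% = carbachol wells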
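Test system: TRPML3-YFP stable HEK293 cells. Doses: single point at 3 µM. Incubation: dye loading 1 h 37 °C then 30 min ambient, 125 s read. Signal: Fluo-8 calcium dye fluorescence, ex 470-495, em 515-575 nm. Measure: percent activation from peak-to-basal fluorescence ratio, scaled between DMSO and carbachol.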
* marks the source's active call; other numbers are inactive results; x = not tested or not shown; [ ] = remark or other dose.

SMILES | EBV gp42 block | Furin inhibitor | KCC2 mod | Tb hexokinase | Thrombin inh | Calpain2 inh | PPC-1+TRAIL kill | zfTRPN1 agonist | TRPML3 agonist
O=C(NC1CCCCC1)N1CCCC(c2nc3ccccc3[nH]2)C1 (centres undefined) | 26 | -5 | 0.96 | -4 | -8 | 0 | 25 | 0.1 | -0.3
CCN(CC(=O)N1CCc2ccccc2C1)S(=O)(=O)c1ccc2ccccc2c1 | 9 | -7[20 µM] | x | 4 | 3 | -11 | 23 | -0.9 | -0.1
CN(C)CC(c1ccccc1)c1ccccc1 | -10 | -18 | 0.025 | -8 | -4 | -15 | -6 | 1.2 | 0.8
O=C(Cc1c[nH]c2ccccc12)NCc1ccccc1F | -14 | -14 | -0.65 | 0 | -7 | -10 | 17 | -2.0 | 0.2
O=C(NCCc1ccncc1)C(F)(F)F | 1 | -35 | 0.099 | 4 | -6 | 8 | 18 | 0.0 | 0.4
Cc1cc(C)nc(NC(=O)c2ccc(Cl)c(Cl)c2)n1 | -3 | -18[20 µM] | 1 | -1 | -1 | 17 | -13 | -0.5 | -0.3
COC(=O)CSc1nnc(SCc2ccccc2)s1 | -8 | -13 | x | 8 | -10 | -8 | 30 | -0.8 | -2.2
COc1ccc(C(=O)O/N=C(\C)c2cnccn2)cc1 | 6 | -14 | 0.1 | 10 | 2 | 26 | -2 | 0.7 | 0.0
O=C(NCCCc1ccccc1)c1cccc([N+](=O)[O-])c1 | -6 | -21 | -0.75 | -8 | -3 | -6 | 23 | -1.5 | -0.2
Cc1cc(-c2nnc(CCC(=O)N3CCN(Cc4cccnc4)CC3)o2)c(C)o1 | 13 | -22 | 0.074 | 0 | 2 | -9 | 8 | -0.1 | -0.5
CC(=O)N(c1ccc2oc(=O)sc2c1)S(=O)(=O)c1ccccc1 | -7 | -11 | x | 3 | 3 | -9 | 6 | -0.3 | -0.7
COc1ccc(Cl)cc1C(=O)NC(C)C | 3 | -20 | 0.4 | 5 | -2 | -30 | -5 | 1.2 | 0.7

Full records, quoted from the list. Values in the order: EBV gp42 block	Furin inhibitor	KCC2 mod	Tb hexokinase	Thrombin inh	Calpain2 inh	PPC-1+TRAIL kill	zfTRPN1 agonist	TRPML3 agonist
Record of `Cc1cc(C)nc(NC(=O)c2ccc(Cl)c(Cl)c2)n1` = -3	-18[20 µM]	1	-1	-1	17	-13	-0.5	-0.3
Record of `O=C(NCCc1ccncc1)C(F)(F)F` = 1	-35	0.099	4	-6	8	18	0.0	0.4

Next part:
SMILES | EBV gp42 block | Furin inhibitor | KCC2 mod | Tb hexokinase | Thrombin inh | Calpain2 inh | PPC-1+TRAIL kill | zfTRPN1 agonist | TRPML3 agonist
Cc1ccc(C(=O)NCC2CCCO2)cc1N1CCCC1=O (centres undefined) | -18 | -11 | x | -4 | 0 | -16 | 18 | 0.8 | -0.2
Nc1ccc2c(c1)ncn2CCCn1cnc2cc(N)ccc21 | -3 | -19 | x | -5 | -10 | -26 | 12 | 0.1 | 0.1
Cc1ccc(CNCC(O)(c2ccccc2)c2ccc(Cl)cc2)cc1 (centres undefined) | 6 | -3 | 0.49 | 21 | -7 | 39 | 8 | -1.4 | 0.0
O=C(NC(C(=O)N/N=C/c1ccccc1)c1n[nH]c(=O)c2ccccc12)c1ccccc1 (centres undefined) | -1 | -16[20 µM] | -0.68 | -1 | 3 | -54 | -2 | 0.1 | 4.8
COC(=O)c1cc(S(=O)(=O)NCc2ccc(S(N)(=O)=O)cc2)oc1C | -4 | -16 | 2.4 | -5 | -5 | 0 | -11 | 2.0 | 0.7
CCOCCn1c(=NC(=O)/C=C/c2ccccc2Cl)sc2cc(NC(C)=O)ccc21 | -23 | -10 | -0.44 | -36 | -2 | -12 | 20 | 2.7 | 0.7
Cc1ccc(OCC(=O)Nc2cccc(S(=O)(=O)N3CCOCC3)c2)c([N+](=O)[O-])n1 | -5 | -6 | 0.83 | -1 | 1 | -5 | 27 | 1.6 | 1.6
Cc1ccc(C)c(-n2c(N)c(C(N)=O)sc2=S)c1 | -19 | -13 | 0.71 | -21 | 3 | 17 | x | 1.2 | 0.1
CCN(CCn1cccn1)C(=O)CC1C(=O)NCCN1Cc1ccc(F)c(F)c1 (centres undefined) | -12 | -22 | 0.26 | -9 | -7 | -19 | 8 | 1.9 | 0.5
COc1ccc(S(=O)(=O)NCc2cc(-c3ccccc3Cl)no2)cc1 | -12 | -19 | -0.97 | 6 | -21 | 26 | 10 | -3.3 | -0.6
O=C(Nc1ncc(C(F)(F)F)cc1Cl)C1COc2ccccc2O1 (centres undefined) | -18 | -20[20 µM] | x | 1 | -2 | 25 | -13 | -0.4 | 0.1
Cc1ccc2[nH]c(=O)c(-c3noc(-c4ccncc4)n3)cc2c1 | x | -12[20 µM] | -0.15 | -2 | x | x | x | 2.1 | 0.9

Reformatted as tab-separated lines: 2 of the compounds above.
Molecule	EBV gp42 block	Furin inhibitor	KCC2 mod	Tb hexokinase	Thrombin inh	Calpain2 inh	PPC-1+TRAIL kill	zfTRPN1 agonist	TRPML3 agonist
CCN(CCn1cccn1)C(=O)CC1C(=O)NCCN1Cc1ccc(F)c(F)c1 (centres undefined)	-12	-22	0.26	-9	-7	-19	8	1.9	0.5
CCOCCn1c(=NC(=O)/C=C/c2ccccc2Cl)sc2cc(NC(C)=O)ccc21	-23	-10	-0.44	-36	-2	-12	20	2.7	0.7

Further entries follow:
SMILES | EBV gp42 block | Furin inhibitor | KCC2 mod | Tb hexokinase | Thrombin inh | Calpain2 inh | PPC-1+TRAIL kill | zfTRPN1 agonist | TRPML3 agonist
COC(=O)C1=C(C(=O)OC)[C@@H]2N(C)c3ccccc3[C@@]23C[C@@H](C(=O)OC)N(C(=O)COCc2ccccc2)C3=N1 | -6 | -30 | 0.61 | -20 | 1 | -51 | 12 | x | x
COc1ccc(/C(O)=C2/C(=O)C(=O)N(c3ccccn3)C2c2ccc(OC)c(OC)c2)cc1 (centres undefined) | -21 | -9 | 0.62 | -32 | 1 | 17 | -5 | 0.3 | 1.2
COc1ccc(OC)c(Nc2ccc(Nc3cc(OC)ccc3OC)nn2)c1 | 16 | -14 | -1.4 | -12 | -11 | -6 | 7 | -0.1 | 0.3
Cc1cc(-c2nnc(CCC(=O)N(CC3CCC3)CC3CCCO3)o2)no1 (centres undefined) | -12 | -28 | -0.014 | 0 | 1 | 18 | 9 | -0.5 | 0.6
Cc1c(C(=O)NC2=NCCS2)oc2ccccc12 | -6 | -28[20 µM] | x | -16 | -10 | -4 | 22 | 0.0 | 0.1
Cc1ccc(NC(=O)COc2ccc(/C=N/NC(=O)CSCc3ccccc3)cc2)cc1 | -7 | -21[20 µM] | x | 0 | -8 | -104 | 24 | -0.4 | 1.0
O=C(CCN1CCc2ccccc2C1)c1ccc2c(c1)OCCO2 | -19 | -18 | 0.39 | 4 | -8 | -24 | 17 | 2.1 | 0.8
Cc1c(C(=O)N2CCCC2)nnn1-c1nonc1N | -4 | -13[20 µM] | -0.82 | 2 | 2 | 32 | 13 | -0.6 | -0.2
O=C(N/N=C/c1cc2cc3c(cc2nc1Cl)OCO3)c1ccncc1 | -19 | -19 | -0.13 | -24 | 4 | -155 | 5 | 1.7 | 0.9
COc1ccc(-c2noc(CN3CCCC(OCc4ccccn4)C3)n2)cc1 (centres undefined) | -12 | -17 | -1.2 | 9 | -2 | 4 | 10 | 4.3 | 2.6
Cc1c(C)n(Cc2ccccc2)c2ncnc(N)c12 | 9 | -19 | x | 1 | -4 | 13 | 5 | 1.5 | 1.4
O=C(Nc1ccc2c(c1)OCCO2)C(=S)NCc1ccccc1 | 3 | -39 | 0.094 | 0 | x | 13 | 14 | -0.3 | 0.0
O=C(CNCc1ccccc1Cl)NCc1ccco1 | -11 | -23 | 0.34 | -4 | -5 | -16 | 31 | 0.5 | 0.8
COc1ccc(C2NC(=S)NC3=C2CCc2ccccc23)cc1OC (centres undefined) | 1 | -10 | -0.034 | -6 | -13 | -7 | -1 | 0.2 | 0.6
C=CCn1c(Cc2cccs2)nnc1SCC(=O)NCc1ccco1 | 7 | -18[20 µM] | x | 8 | 26 | -30 | 16 | 2.1 | 0.2
CC(=O)c1cnc(-c2ccccn2)s1 | -36 | -24 | 1.1 | -8 | -8 | -21 | -20 | 1.9 | 0.7
OCCN(Cc1ccccc1)Cc1ccccc1Cl | -18 | -30[20 µM] | -0.42 | 7 | 7 | 17 | 27 | -1.0 | -0.1
Cc1cc(C)cc(OC(=O)C23CCC(C)(C(=O)O2)C3(C)C)c1 (centres undefined) | -2 | -18 | 0.12 | 2 | -6 | -6 | 1 | 0.1 | 4.1
Cc1cccc(Oc2c([N+](=O)[O-])c(=O)n(C)c3ccccc23)c1 | 5 | -22 | -2.4 | -6 | -6 | -72 | 6 | -1.3 | 0.3
COc1ccccc1NS(=O)(=O)c1ccc(NC(=O)Cc2cccs2)cc1 | -7 | -23 | 0.5 | 0 | -6 | 3 | 14 | 2.9 | 0.9
O=c1nc(-c2ccccc2)cn[nH]1 | -25 | -12 | x | -16 | 0 | 16 | 28 | 0.5 | 0.9
CC(=O)OCCCNc1cc(Sc2ccc(Cl)cc2)c2nonc2c1[N+](=O)[O-] | 13 | -19 | -0.24 | 3 | 1 | 16 | 0 | -0.6 | 0.7
CC(NC(=O)c1ccco1)C(=O)OCC(=O)c1ccc(Cl)s1 (centres undefined) | -18 | -41 | -2.2 | 0 | 4 | -3 | 2 | 1.6 | 0.6
O=C(Nc1ccc(F)cc1)c1ccc(CSc2ccc(Cl)cc2)o1 | -6 | -12 | x | 13 | -2 | 21 | 4 | 0.1 | -0.1
Cc1ccc(NC(=O)COC(=O)c2ccccc2Cl)cc1S(=O)(=O)N(C)C | -4 | -26 | -0.5 | 4 | -23 | 12 | 20 | 5.0 | 1.8
Cc1ccc(-c2nc3cc(N)ccc3o2)c(C)c1 | 5 | -13 | -0.19 | 16 | -4 | -234 | 44[5 µM] | -0.1 | -0.2
COC(=O)COC(=O)CC(CC(N)=O)c1ccccc1 (centres undefined) | -13 | -18 | 0.11 | 1 | -9 | -30 | 5 | 0.0 | 0.0
CC(=O)c1csc(COc2ccccc2)n1 | -7 | -12 | 0.1 | -5 | -3 | -9 | 10 | 0.3 | 0.0
CCN(CC(=O)Nc1ccc2c(c1)OCO2)Cc1nc2ccccc2c(=O)[nH]1 | -15 | -1 | -0.0096 | -2 | -9 | 4 | 9 | 2.0 | -0.2
Cc1ccc(C(=O)OCC(=O)NC2CCCCC2)s1 | -18 | -27 | -0.029 | 3 | -3 | -11 | 8 | 1.1 | 0.7
COc1cc([N+](=O)[O-])ccc1NC(=O)CCN1C(=O)C2C3CCC(C3)C2C1=O (centres undefined) | -10 | -1 | -0.27 | 6 | -2 | 10 | 15 | -0.6 | 0.6
O=C(OCc1cc2ccccc2[nH]c1=O)c1ccccn1 | 13 | -5 | 0.88 | -9 | 4 | -25 | 15 | 0.5 | 0.7
Clc1ccccc1OCc1nn2c(-c3ccncc3)nnc2s1 | -17 | -10[20 µM] | -1.5 | 2 | -3 | -5 | 23 | 1.9 | -0.2
N#Cc1c(-c2cccs2)nc(SCC(=O)c2cccs2)[nH]c1=O | -18 | -8[20 µM] | -1.8 | -9 | 26 | -3 | 16 | 0.1 | -0.2
Cc1ccc(NC(=O)c2ccc(Nc3ccccc3F)nc2)cc1 | 15 | -11 | -0.39 | 11 | -3 | 11 | -9 | 0.2 | 0.4
